Bioassay records from PubChem BioAssay.
inhibitors of VEEV – inhibitors of VEEV TC-83 cytopathic effect, confirmation, Vero cells (AID 588727). inhibition, % at 20 µM, or IC50 in µM where a hit was titrated. Vero cells, VEEV TC-83 cytopathic effect inhibition; higher % means a stronger effect. 0.13% of 350,000 active; in the data active means a potency from the dose series; inconclusive means inhibition mostly from about 14% at the one dose, without a potency; inactive means the rest, 99 in 100 with inhibition below about 12%; further: strong numbers were not always called active
M. tuberculosis – growth inhibition of non-replicating M. tuberculosis (AID 488890). Mycobacterium tuberculosis non-replicating, growth inhibition; higher % means a stronger effect. one-dose inhibition, % at 25 µM; IC50 in µM for titrated hits. 0.39% of 320,000 active; in the data active means a potency from the dose series; inconclusive means inhibition mostly from about 82% at the one dose, without a potency; inactive means the rest, 99 in 100 with inhibition below about 76%;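 further: plate controls were DMSO cells for no effect and high antibiotic wells for full effect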
PhoP GFP inhibition – PhoP regulon inhibitors, Salmonella typhi PhoP promoter GFP reporter, confirmatory (AID 1850); 0.33% of 310,000 active; Salmonella Typhi PhoP-promoter GFP reporter, fluorescence, 4 h; higher % means a stronger effect; inhibition, % at 50 µM; hits with a dose series show IC50 in µM; in the data active means a potency from the dose series; inconclusive means inhibition mostly from about 25% at the one dose, without a potency; inactive means the rest, 99 in 100 with inhibition below about 19%;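 further: 0% = induced wells with vehicle and 100% = uninduced wells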
H1N1 NS1A inhibition – H1N1 influenza NS1A inhibitors, functional cell based assay (AID 504329) | inhibition, % at 12.5 µM, or IC50 in µM where a hit was titrated | 0.3% of 340,000 active | NS1A functional cell-based assay, percent inhibition; higher % means a stronger effect; in the data active means a potency from the dose series; inconclusive means inhibition above about 27% without an active follow-up result; further: strong numbers were not always called active
M. tuberculosis HTS – M. tuberculosis growth inhibition, HTS (AID 449762); M. tuberculosis H37Rv growth inhibition, 7H9 media; higher % means a stronger effect; inhibition, % at 25 µM, or IC50 in µM where a hit was titrated; 0.59% of 330,000 active; in the data active means a potency from the dose series; inconclusive means inhibition above about 70% without an active follow-up result;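 further: bacterial growth assessed after seven days of incubation; strong numbers were not always called active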
inhibitors of VEEV 10K pilot screen – further read-out of inhibitors of VEEV, marked with its call; inhibition, %; measured here: 10K pilot screen inhibition
Starred values were filed as active, the others as inactive.

Start of the listing, in advance:
`Cc1cccc2c1-c1sc(C(=O)NCCCN3CCC(C)CC3)cc1CO2` gave inhibitors of VEEV inconclusive, M. tuberculosis 74%, PhoP GFP inhibition -10%, H1N1 NS1A inhibition -12% and M. tuberculosis HTS 16%.
O=C(C1CCC1)N1CCc2cc(S(=O)(=O)NCc3cccnc3)ccc21 was read as inhibitors of VEEV 0.4%, M. tuberculosis 9%, PhoP GFP inhibition 0%, H1N1 NS1A inhibition -8% and M. tuberculosis HTS -6%.
For CCOP(=O)(OCC)C(NC(=O)c1cc([N+](=O)[O-])cc([N+](=O)[O-])c1)C(F)(F)F (centres undefined) the results were inhibitors of VEEV 0.8%, M. tuberculosis -1%, PhoP GFP inhibition 4%, H1N1 NS1A inhibition 5% and M. tuberculosis HTS 16%.
Screening CCN1CCN(c2cc(C)c3cc(NC(=O)Cc4ccc(OC)c(OC)c4)ccc3n2)CC1 returned inhibitors of VEEV inconclusive, M. tuberculosis 5%, PhoP GFP inhibition -17%, H1N1 NS1A inhibition -5% and M. tuberculosis HTS -3%.

The listing, from the first entry:
`Cc1cccc2c1-c1sc(C(=O)NCCCN3CCC(C)CC3)cc1CO2` gave inhibitors of VEEV inconclusive, M. tuberculosis 74%, PhoP GFP inhibition -10%, H1N1 NS1A inhibition -12% and M. tuberculosis HTS 16%.
O=C(C1CCC1)N1CCc2cc(S(=O)(=O)NCc3cccnc3)ccc21 was read as inhibitors of VEEV 0.4%, M. tuberculosis 9%, PhoP GFP inhibition 0%, H1N1 NS1A inhibition -8% and M. tuberculosis HTS -6%.
For CCOP(=O)(OCC)C(NC(=O)c1cc([N+](=O)[O-])cc([N+](=O)[O-])c1)C(F)(F)F (centres undefined) the results were inhibitors of VEEV 0.8%, M. tuberculosis -1%, PhoP GFP inhibition 4%, H1N1 NS1A inhibition 5% and M. tuberculosis HTS 16%.
Screening CCN1CCN(c2cc(C)c3cc(NC(=O)Cc4ccc(OC)c(OC)c4)ccc3n2)CC1 returned inhibitors of VEEV inconclusive, M. tuberculosis 5%, PhoP GFP inhibition -17%, H1N1 NS1A inhibition -5% and M. tuberculosis HTS -3%.
Screening Cc1ccc(C)c(NC(=O)C(Sc2nc3ccc(C)cc3[nH]2)c2ccccc2)c1 (centres undefined) returned inhibitors of VEEV 0.8%, M. tuberculosis 10%, PhoP GFP inhibition 0%, H1N1 NS1A inhibition 6% and M. tuberculosis HTS -4%.
COc1ccc(NS(=O)(=O)c2cc(NC(=O)CC3CCCC3)ccc2N2CCOCC2)cc1 was read as inhibitors of VEEV 4.4%, M. tuberculosis 35%, PhoP GFP inhibition 2%, H1N1 NS1A inhibition -9% and M. tuberculosis HTS 51%.
Screening COc1ccc(S(=O)(=O)N(CC(=O)NCC2CCCO2)Cc2ccccc2)cc1 (centres undefined) returned inhibitors of VEEV 1.4%, M. tuberculosis -13%, PhoP GFP inhibition 8%, H1N1 NS1A inhibition 1% and M. tuberculosis HTS 6%.
Cc1cc(C)c(Cc2c(C)nc3c(C(=O)NCc4ccco4)cnn3c2C)c(C)c1 was read as inhibitors of VEEV inactive, M. tuberculosis -8%, PhoP GFP inhibition 3%, H1N1 NS1A inhibition 10% and M. tuberculosis HTS 1%.
`CC(=O)Nc1ccc(N2CCOCC2)c([N+](=O)[O-])c1` gave inhibitors of VEEV 0.6%, M. tuberculosis 4%, PhoP GFP inhibition -12%, H1N1 NS1A inhibition 11% and M. tuberculosis HTS 2%.
Screening COc1ccc2cc(CCNC(=O)c3cccs3)c(=O)[nH]c2c1 returned inhibitors of VEEV 8.0%, PhoP GFP inhibition 6%, H1N1 NS1A inhibition 4% and M. tuberculosis HTS -8%.
CCOC(=O)N1CCN(CC(=O)N2c3ccccc3CC2C)CC1 (centres undefined) was read as inhibitors of VEEV 1.6%, M. tuberculosis -3%, PhoP GFP inhibition -5%, H1N1 NS1A inhibition -12% and M. tuberculosis HTS -5%.
For CC(=O)NC12CC3CC(C1)CC(C(=O)N1CCN(S(=O)(=O)c4cccc(F)c4)CC1)(C3)C2 the results were inhibitors of VEEV 6.4%, M. tuberculosis -4%, PhoP GFP inhibition -5%, H1N1 NS1A inhibition 15% and M. tuberculosis HTS -14%.
`CCOc1ccc(CN2CCN(CC3=Cc4cccc(OC)c4OC3)CC2CCO)cc1` (centres undefined) gave inhibitors of VEEV inactive, M. tuberculosis 20%, PhoP GFP inhibition -1%, H1N1 NS1A inhibition -8% and M. tuberculosis HTS 15%.
Screening CN1CCC(N(C)C(=O)/C=C/c2cn(-c3ccccc3)nc2-c2cccs2)CC1 returned inhibitors of VEEV 0.8%, M. tuberculosis 47%, PhoP GFP inhibition 8%, H1N1 NS1A inhibition 9% and M. tuberculosis HTS 6%.
`CCN(CC)c1ccc(/C=C/C(=O)c2cccnc2)cc1` gave inhibitors of VEEV inactive, M. tuberculosis 24%, PhoP GFP inhibition -10%, H1N1 NS1A inhibition -15% and M. tuberculosis HTS 0%.

Random excerpt: two compounds from above
Screening COc1ccc2cc(CCNC(=O)c3cccs3)c(=O)[nH]c2c1 returned inhibitors of VEEV 8.0%, PhoP GFP inhibition 6%, H1N1 NS1A inhibition 4% and M. tuberculosis HTS -8%.
`Cc1cccc2c1-c1sc(C(=O)NCCCN3CCC(C)CC3)cc1CO2` gave inhibitors of VEEV inconclusive, M. tuberculosis 74%, PhoP GFP inhibition -10%, H1N1 NS1A inhibition -12% and M. tuberculosis HTS 16%.

Following part:
For CC(=O)Nc1ccc(S(=O)(=O)Oc2ccc(/C=C3\SC(N)=NC3=O)cc2)cc1 the results were inhibitors of VEEV 5.9%, M. tuberculosis -6%, PhoP GFP inhibition -2%, H1N1 NS1A inhibition 12% and M. tuberculosis HTS 3%.
Screening CCCOc1ccc(OC(=O)Cc2ccc(OC)c(S(=O)(=O)N3CCOCC3)c2)cc1 returned inhibitors of VEEV 0.1%, M. tuberculosis 10%, PhoP GFP inhibition 2%, H1N1 NS1A inhibition 10% and M. tuberculosis HTS 38%.
Screening O=C(CSc1nnc(NC(=O)C2CC(=O)N(c3ccccc3)C2)s1)NC1CCCC1 (centres undefined) returned inhibitors of VEEV 1.7%, M. tuberculosis 23%, PhoP GFP inhibition -4%, H1N1 NS1A inhibition -8% and M. tuberculosis HTS -3%.
For O=C(COC(=O)/C=C/c1cccc(Cl)c1)NCCc1ccccc1 the results were inhibitors of VEEV 2.5%, M. tuberculosis 70%, PhoP GFP inhibition -5%, H1N1 NS1A inhibition -10% and M. tuberculosis HTS 6%.
For COc1ccccc1N1CCN(S(C)(=O)=O)CC1 the results were inhibitors of VEEV 0.9%, M. tuberculosis -6%, PhoP GFP inhibition 8%, H1N1 NS1A inhibition 6% and M. tuberculosis HTS 4%.
CC1(c2ccccc2)NC(=O)N(CC(=O)N2CCN(S(=O)(=O)c3cccc([N+](=O)[O-])c3)CC2)C1=O (centres undefined) was read as inhibitors of VEEV 2.9%, M. tuberculosis 3%, PhoP GFP inhibition -3%, H1N1 NS1A inhibition -11% and M. tuberculosis HTS -7%.
`Nc1cc2c(cc1O)CCCC2` gave inhibitors of VEEV 3.7%, M. tuberculosis -4%, PhoP GFP inhibition 5%, H1N1 NS1A inhibition -4% and M. tuberculosis HTS 4%.
`CCCc1cc(=O)n2nc(N3CCC(C(=O)NCc4ccco4)CC3)sc2n1` gave inhibitors of VEEV 1.0%, M. tuberculosis -1%, PhoP GFP inhibition -14%, H1N1 NS1A inhibition 9% and M. tuberculosis HTS 0%.
Screening Cc1[nH]n(-c2ccccc2)c(=O)c1C=Nc1cccc(F)c1 returned inhibitors of VEEV 1.1%, PhoP GFP inhibition -16%, H1N1 NS1A inhibition -7% and M. tuberculosis HTS 4%.
`COc1ccccc1/C=C/C(=O)N1CCCC1` gave inhibitors of VEEV 0.6%, M. tuberculosis 57%, PhoP GFP inhibition 1%, H1N1 NS1A inhibition 0% and M. tuberculosis HTS -1%.
`Nc1ccccc1Sc1c[nH]c2ccccc12` gave inhibitors of VEEV 3.1%, M. tuberculosis 7%, PhoP GFP inhibition -21%, H1N1 NS1A inhibition 9% and M. tuberculosis HTS 1%.
Screening CCCSc1cc(=O)n(-c2ccc(F)cc2)nc1C(=O)OCC returned inhibitors of VEEV 0.1%, M. tuberculosis 5%, PhoP GFP inhibition -4%, H1N1 NS1A inhibition 9% and M. tuberculosis HTS 7%.
NS(=O)(=O)c1ccc(NC(=O)COC(=O)c2cccc(S(=O)(=O)N3CCCC3)c2)cc1 was read as inhibitors of VEEV inactive, M. tuberculosis -3%, PhoP GFP inhibition -3%, H1N1 NS1A inhibition -2% and M. tuberculosis HTS -9%.
Screening COc1cccc(CC(NC(C)=O)C(=O)NC2CCN(c3ncccc3[N+](=O)[O-])CC2)c1 (centres undefined) returned M. tuberculosis 11%, PhoP GFP inhibition 1% and M. tuberculosis HTS 4%.
Screening COc1ccc(Nc2nc(OC)nc(N3CCOCC3)n2)cc1 returned inhibitors of VEEV 0.5%, M. tuberculosis -2%, PhoP GFP inhibition 2%, H1N1 NS1A inhibition 9% and M. tuberculosis HTS -2%.
CN(C)S(=O)(=O)c1cccc(NC(=O)COC(=O)C2CCN(C(=O)c3ccc(F)cc3)CC2)c1 was read as inhibitors of VEEV 2.2%, M. tuberculosis -17%, H1N1 NS1A inhibition -10% and M. tuberculosis HTS -10%.
`COc1ccc(CN2CCN(C(=O)CCC(=O)Nc3nnc(C(C)C)s3)CC2)cc1F` gave inhibitors of VEEV 1.0%, M. tuberculosis 31%, PhoP GFP inhibition 4%, H1N1 NS1A inhibition 1% and M. tuberculosis HTS 1%.
For O=C(Cn1cnc([N+](=O)[O-])n1)NCCO the results were inhibitors of VEEV 0.2%, M. tuberculosis 6%, PhoP GFP inhibition -4%, H1N1 NS1A inhibition -8% and M. tuberculosis HTS -1%.
Screening CCOC(=O)CCc1c(C)nc2cc(-c3ccc(Cl)cc3)[nH]n2c1=O returned inhibitors of VEEV inactive, M. tuberculosis -8%, PhoP GFP inhibition 6%, H1N1 NS1A inhibition 1%, M. tuberculosis HTS 3% and inhibitors of VEEV 10K pilot screen 0.0.
Screening CS(=O)(=O)c1ccc(NC(=O)c2ccccc2-n2cnnn2)cc1 returned inhibitors of VEEV 1.8%, M. tuberculosis 0%, H1N1 NS1A inhibition -8% and M. tuberculosis HTS -7%.
C#CCCc1cscc1/C=[N+](\[O-])c1ccc(C(=O)OCC)cc1 was read as inhibitors of VEEV 0.6%, M. tuberculosis 45%, H1N1 NS1A inhibition 4% and M. tuberculosis HTS 99µM*.
Screening Cc1ccccc1C(=O)NCC(c1ccco1)N1CCc2ccccc2C1 (centres undefined) returned inhibitors of VEEV 1.4%, M. tuberculosis 0%, PhoP GFP inhibition 5%, H1N1 NS1A inhibition -17% and M. tuberculosis HTS -4%.
Screening Cc1ccc(S(=O)(=O)NC(CC(C)C)C(=O)N2CCN(C/C=C/c3ccccc3)CC2)cc1 (centres undefined) returned inhibitors of VEEV 5.1%, M. tuberculosis 73%, H1N1 NS1A inhibition -2% and M. tuberculosis HTS 47µM*.
Screening CCOC(=O)Cc1csc(NS(=O)(=O)c2ccc([N+](=O)[O-])cc2)n1 returned inhibitors of VEEV 1.2%, M. tuberculosis 59%, PhoP GFP inhibition 3%, H1N1 NS1A inhibition 0% and M. tuberculosis HTS 15%.
Screening COc1ccc(C2NC(=S)N3C(c4ccc(OC)cc4)NC(=S)N23)cc1 (centres undefined) returned inhibitors of VEEV 1.7%, M. tuberculosis 0%, PhoP GFP inhibition 3%, H1N1 NS1A inhibition -2% and M. tuberculosis HTS 0%.
`CCOC(=O)c1ccccc1NC(=O)c1c(F)c(F)c(F)c(F)c1F` gave inhibitors of VEEV 4.4%, M. tuberculosis 60%, PhoP GFP inhibition -19% and H1N1 NS1A inhibition -6%.
Screening Cc1cccc(C(C)n2nnc3ccccc32)c1O (centres undefined) returned inhibitors of VEEV 0.6%, M. tuberculosis -15%, PhoP GFP inhibition 7%, H1N1 NS1A inhibition 0%, M. tuberculosis HTS -7% and inhibitors of VEEV 10K pilot screen 0.8.
CCC1CN(C(=O)NCc2ccccc2)c2ccccc2O1 (centres undefined) was read as inhibitors of VEEV 0.4%, M. tuberculosis 4%, PhoP GFP inhibition 8%, H1N1 NS1A inhibition -1% and M. tuberculosis HTS 3%.
`CC(=O)c1ccc(N2CCN(CC(=O)Nc3ccc(N4CCOCC4)cc3)CC2)cc1` gave M. tuberculosis 6%, PhoP GFP inhibition -6% and M. tuberculosis HTS -10%.
`CCN(CC)CCC(c1ccc2c(c1)OCO2)c1c(O)cc(OC)cc1OC` (centres undefined) gave inhibitors of VEEV 0.1%, M. tuberculosis 44%, PhoP GFP inhibition -1%, H1N1 NS1A inhibition 14% and M. tuberculosis HTS 6%.
`O=C1C=CC(=O)N1CCCCCCN1C(=O)C=CC1=O` gave M. tuberculosis inconclusive, PhoP GFP inhibition 95µM* and M. tuberculosis HTS 67%.

Not a hit list, and some 1.6% of all compounds hit somewhere here.
